SW480 rereplic – DNA re-replication induction in SW480 cells | SW480 DNA re-replication, Hoechst DNA content imaging, 48 h | Potency, µM (top dose mostly 46.1 µM), for the others: at the highest dose re-replication activation, most hits filed as activators | hit rate 1.8% among 340,000; also: potency is read from the fitted curve at half-maximal effect; % of control where 0% means no effect; nearly all actives have a fitted effect of over 55% in size
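Compounds, transferred as 23 nL by pin tool, were incubated with cells for 48 hr; DNA content per nucleus was then quantified by Hoechst staining and fluorescence plate imaging.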
IL-1B inflam inh – blocks inflammasome-driven IL-1 beta release; hit rate 4.7% among 360,000; activity change, % at 57.5 µM; THP-1 LPS/ATP IL-1B secretion, AlphaLISA, 16 h; active compounds read low; in the data active = activity change below about -50%; inconclusive = mostly about -30% to -49%; also: % is scaled to controls: 0 for no effect and ±100 for the full control effect
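Secreted IL-1B measured by AlphaLISA bead assay after 16 h compound exposure of THP-1 cells; compounds (final up to 57.5 uM) added 1 h before LPS (250 ng/mL) and ATP (1.25 mM) stimulation; lower signal means less secretion.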
HT1080 IDH1KD tx – toxicity to HT-1080 IDH1 knockdown cells (counter line). Potency, µM (highest dose often 46.1 µM), without a hit: at the highest dose activity, negative = toxicity, most hits filed as cytotoxic. AID 686971. HT-1080 IDH1 knockdown viability, ATP luminescence, 48 h. hit rate 2% among 360,000;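 also: potency is read from the fitted curve at half-maximal effect; 0% = DMSO wells and -100% = cell-free medium wells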
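HT-1080-IDH1KD cells (IDH1 knocked down), 750/well in RPMI with 5% FBS, treated with compound 48 h at 37 degrees C. Viability by CellTiter-Glo luminescence, normalised to DMSO and no-cell wells; concentration-response curves classed.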
MCF10A rereplic – DNA re-replication induction in MCF 10a cells | MCF 10A DNA re-replication, Hoechst nuclear intensity, 48 h | Potency, µM (highest dose often 46.1 µM), for the others: at the highest dose activity, positive = re-replication, hits mostly activators | hit rate 2.9% among 350,000; also: potency is read from the fitted curve at half-maximal effect; % of control where 0% means no effect; nearly all actives have a fitted effect of over 50% in size
KB-V1 cytotox – KB-V1 MDR subline cytotoxicity; KB-V1 MDR cells viability, CellTiter-Glo, 72 h; Potency, µM (doses to about 46.1 µM), for the others: at the top dose activity change, negative = cytotoxicity, usual class: cytotoxic; hit rate 3.4% among 400,000; also: potency is read from the fitted curve at half-maximal effect; % is scaled to controls: 0 for no effect and ±100 for the full control effect; nearly all actives have a fitted effect of over 60% in size
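Drug-selected KB-V1 cells, grown in DMEM lacking phenol red with 10% FBS, receive compound titrations; after three days at 37 degrees C, surviving cell ATP is quantified by CellTiter-Glo luminescence and responses normalized and curve-fitted.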
KB-3-1 tox – KB-3-1 parental cell cytotoxicity; KB-3-1 viability, CellTiter-Glo ATP luminescence, 72 h; Potency, µM (doses to about 46.1 µM), inactives show at the top dose activity change, negative = cytotoxic, actives largely listed as cytotoxic; hit rate 1.4% among 400,000; AID 1347075; also: potency is read from the fitted curve at half-maximal effect; % is scaled to controls: 0 for no effect and ±100 for the full control effect; nearly all actives have a fitted effect of over 60% in size
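Using CellTiter-Glo luminescence, growth of non-resistant KB-3-1 adenocarcinoma cells is assessed 72 h after pin-tool compound addition at 37 °C. Normalized responses across the concentration series yield fitted curves.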
ATXN2 expr inh – ATXN2 expression inhibition | HEK-293 ATXN2-luciferase reporter, luminescence, 24 h | Potency, µM (doses to about 57 µM), for the others: at the highest dose activity change, negative = inhibition, most hits filed as inhibitors | hit rate 0.72% among 360,000; also: potency is read from the fitted curve at half-maximal effect; % is scaled to controls: 0 for no effect and ±100 for the full control effect; nearly all actives have a fitted effect of over 55% in size
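ATXN2-luciferase reporter cells (luciferase flanked by upstream and downstream ATXN2 gene portions) were treated 24 h at 37 °C with compounds at up to 57 uM. SteadyGlo luminescence gave expression; GF-AFC fluorescence gave viability.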
HT1080-NT tox – kills 2HG-producing HT-1080-NT fibrosarcoma cells; hit rate 1.6% among 360,000; AID 686970; Potency, µM (highest dose often 46.1 µM), without a hit: at the top dose activity, negative = less viability, most hits filed as cytotoxic; HT-1080-NT fibrosarcoma viability, CellTiter-Glo ATP luminescence, 48 h;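 also: NT is the 2HG producing partner of a matched IDH1 knockdown line; potency is read from the fitted curve at half-maximal effect; 0% = DMSO-treated cells and -100% = media-only wells without cells; nearly all actives have a fitted effect of over 55% in size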
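Fibrosarcoma NT cells, 750 per well in 5% FBS RPMI, were exposed to compound for 48 hours. Viability: CellTiter-Glo luminescence.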
WRN helicase inh – blocks human WRN helicase. hit rate 0.46% among 360,000. WRN helicase unwinding, fluorescent forked duplex, kinetic. Potency, µM (titrated, usually from 114 µM), without a hit: at the top dose activity change, negative = inhibition, usual class: inhibitors; also: potency is read from the fitted curve at half-maximal effect; % is scaled to controls: 0 for no effect and ±100 for the full control effect; nearly all actives have a fitted effect of over 55% in size
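Enzyme (20 nM final) and test compound sit together 15 min at room temperature before substrate addition. Substrate is a single-forked duplex oligonucleotide (100 nM) labelled with fluorophore and quencher, with 2 mM ATP; helicase unwinding raises red fluorescence, read kinetically.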
Active calls of the source: *; u = inconclusive; x = no result given; & = joins results of further samples; [ ] = dose if it differs, or a comment. Unless noted, calls follow the shape of the dose curve; as a rule, active = well fitted curve in the direction sought with a large enough effect; inconclusive = small, poorly fitted or top-dose-only effect, or another doubt; inactive = no such curve, though single readings can be large; an effect the other way counts as inactive or inconclusive. Rows are unselected; any-hit rate near 12%.

SMILES	SW480 rereplic	IL-1B inflam inh	HT1080 IDH1KD tx	MCF10A rereplic	KB-V1 cytotox	KB-3-1 tox	ATXN2 expr inh	HT1080-NT tox	WRN helicase inh
C[C@@H]1C(=O)O[C@H]2C[C@@]34[C@H]5C[C@@H](C(C)(C)C)[C@]36[C@@H](OC(=O)[C@@H]6O)O[C@@]4(C(=O)O5)[C@]21O	-8.6%	18.7	-7.8%	-8.6%	-5.8%	-8.6%	1.4%	0.9%	-3.0%
FC(F)(F)c1cc(CCN2CCNC[C@@H]2CC2CCCCC2)cc(C(F)(F)F)c1	24.4%	-101.4*	u	18.4µM*	-8.7%	0.0%	22.4µM*	u	-35.5%
Nc1cc2c([N+](=O)[O-])cccc2o1	0.6%	1.7	-7.9%	-2.6%	-2.7%	-4.9%	8.1%	-11.7%	-3.4%
Cc1ccc(S(=O)(=O)N2CCOCC2)cc1NC(=O)CSc1nnc(C2CC2)n1C1CC1	-7.5%	4.0	4.3%	-1.7%	19.9%	19.4%	11.5%	0.3%	5.2%
COc1ccc(CCNC(=O)C2CCN(S(=O)(=O)c3ccc(Cl)cc3)CC2)cc1OC	11.9%	-8.2	u	-6.8%	0.0%	-13.1%	-7.6%	-21.9%	0.1%
COc1ccc(OC)c(-c2csc(N(Cc3ccco3)C(=O)c3cccs3)n2)c1	u	-7.5	-17.5%	16.6%	-15.6%	-7.8%	-13.1%	-21.0%	-6.7%
Cc1c(C)c2ccc(O[C@@H]3O[C@H](CO)[C@H](O)[C@H](O)[C@H]3O)c(C)c2oc1=O	10.7%	-20.9	11.7%	3.0%	0.0%	9.0%	11.4%	-0.1%	2.5%
CCN(C(=O)c1c([N+](=O)[O-])cnn1C)c1ccccc1	x	-8.8	5.0%	x	-4.2%	0.9%	x	11.2%	12.7%
COc1ccc(N2CCN(CC(=O)Nc3ccccc3C(=O)NC(C)c3ccccc3)CC2)cc1 (configuration not stated)	x	-28.2	-5.3%	x	-6.0%	-8.8%	x	-0.7%	-2.6%
CC1(C)CC(=O)c2cc(OCC(=O)O)ccc2O1	-9.5%	9.9	6.2%	-6.7%	10.4%	1.4%	-0.4%	1.7%	-0.8%
CC(C)n1nnnc1C1c2ccccc2C(=O)N1Cc1cccnc1 (configuration not stated)	x	20.6	u	x	2.7%	2.8%	13.4%	10.1%	3.1%
COc1ccccc1C(=O)NCCC(=O)N1CCCC(C(F)(F)F)C1 (configuration not stated)	-8.5%	-14.9	8.1%	6.4%	-9.2%	-0.7%	-3.7%	-3.2%	7.4%
COc1c(C)cc(C(=O)C2CCCN(C(=O)Cn3nc(C)nc3C)C2)cc1C (configuration not stated)	0.1%	35.3	0.7%	0.2%	14.0%	7.8%	-4.4%	0.0%	7.5%
COc1cccc(CN(CC(=O)NC2CCCC2)C(=O)CCC(=O)Nc2cc(C)on2)c1	-8.7%	-1.1	18.8%	-0.4%	0.0%	9.0%	-0.1%	10.4%	1.4%
CCc1ccc(N(C(=O)CNC(=O)c2ccco2)C(C(=O)NCC2CCCO2)c2ccccc2)cc1 (configuration not stated)	-2.1%	17.7	-4.8%	1.3%	u	8.3%	-6.8%	-7.3%	-9.7%
O=C(OCc1nnc(-c2ccccc2)o1)c1cccc(-n2cnnn2)c1	-2.0%	0.0	16.8%	4.5%	-3.6%	2.6%	1.1%	8.1%	-18.4%
CN(C)CCCNC(=O)c1ccc(Cl)c(S(=O)(=O)N(C)c2ccccc2)c1	-4.8%	0.0	-0.6%	12.0%	2.3%	-1.3%	x	1.9%	-5.9%
O=C(NCC1CCCO1)C1CCN(S(=O)(=O)c2ccccc2)CC1 (configuration not stated)	0.8%	-1.1	10.6%	1.4%	-3.4%	3.6%	-3.9%	8.5%	-2.8%
CC(=O)COc1ccc2c(c1C)O/C(=C\c1ccco1)C2=O	-7.3%	u	8.4%	1.9%	-0.1%	-3.0%	x	-1.1%	-9.6%
Cc1ccc(N(C)S(=O)(=O)c2cccc(C(=O)NC3CC(C)(C)NC(C)(C)C3)c2)cc1	1.2%	-20.9	-12.2%	9.2%	11.0%	-10.1%	-10.5%	u	-1.3%
COc1ccc(/C=C/C(=O)Oc2cc(O)cc(O)c2)cc1	-1.5%	-15.8	-2.0%	u	-3.5%	-1.0%	-0.2%	-8.0%	1.7%
CC(C)(C)C(=O)N1CCN(CCN2C(=O)c3cccc4cccc(c34)C2=O)CC1	-5.3%	11.2	16.3%	5.7%	0.0%	5.1%	-10.5%	13.6%	-3.0%
COc1cccc(NC(=O)C2C3C=CC(O3)C2C(=O)O)c1 (configuration not stated)	-54.0%[inhibitor][1.84 µM]	19.1	-20.0%	-21.9%	23.6%	0.8%	-22.6%[2.22 µM]	u	6.4%[57.1 µM]
C=CCNC(=O)COc1cc(C)cc(C)c1C	-1.4%	-5.9	4.4%	0.0%	17.1%	3.7%	-0.9%	4.4%	-11.9%
CCN1C(=O)[C@H]2[C@@H](c3ccc(C)cc3)N3C(=O)N(c4ccccc4)C(=O)[C@@]3(Cc3ccc(Cl)cc3)[C@H]2C1=O	65.3%	-19.5	-0.1%	2.9%	-8.3%	-0.1%	-1.9%	-3.5%	1.3%
CS(=O)(=O)c1ccc(Cl)c(NC(=O)COC(=O)CNC(=O)c2ccc3ccccc3c2)c1	-4.6%	-5.1	-0.1%	0.0%	5.0%	0.0%	-1.4%	-0.7%	-2.9%
COc1ccc(C(=O)Nc2cc3c(cc2C(=O)O)OCCCO3)c(OC)c1	-65.5%[inhibitor]	24.3	-0.3%	0.7%	-4.6%	2.0%	-2.2%	-13.9%	-5.2%[57.1 µM]
O=C(Cn1ncc(Cl)c(Cl)c1=O)NC(=O)NC1CCCCC1	13µM*	-102.7*	6.51µM*	8.2µM*	u	u	u	u	-4.9%[11.6 µM]
COc1ccc(OC)c(S(=O)(=O)N2CCCC(C(=O)NCc3ccccn3)C2)c1 (configuration not stated)	-3.1%	-0.5	3.3%	0.0%	7.1%	11.5%	13.3%	3.4%	9.7%
COC(=O)[C@@]12C[C@@H](CC(=O)N3CCN(C(=O)c4ccco4)CC3)C(=O)N(Cc3ccco3)C1=CCC(C)(C)C2	x	-10.9	2.7%	x	-13.7%	11.6%	x	23.0%	3.0%

2 entries from above, with bars between the fields.
compound | SW480 rereplic | IL-1B inflam inh | HT1080 IDH1KD tx | MCF10A rereplic | KB-V1 cytotox | KB-3-1 tox | ATXN2 expr inh | HT1080-NT tox | WRN helicase inh
O=C(NCC1CCCO1)C1CCN(S(=O)(=O)c2ccccc2)CC1 (configuration not stated) | 0.8% | -1.1 | 10.6% | 1.4% | -3.4% | 3.6% | -3.9% | 8.5% | -2.8%
CC(=O)COc1ccc2c(c1C)O/C(=C\c1ccco1)C2=O | -7.3% | u | 8.4% | 1.9% | -0.1% | -3.0% | x | -1.1% | -9.6%

Carrying on:
SMILES	SW480 rereplic	IL-1B inflam inh	HT1080 IDH1KD tx	MCF10A rereplic	KB-V1 cytotox	KB-3-1 tox	ATXN2 expr inh	HT1080-NT tox	WRN helicase inh
CC(=O)N1CCOc2ccc(S(=O)(=O)N3CCC(C(=O)Nc4ccc(C)cc4C)CC3)cc21	-13.8%	0.0	0.9%	0.3%	-14.8%	-7.0%	-16.4%	-3.0%	0.7%
CCN(CC)CCN1C(=O)C(=O)/C(=C(/O)c2ccc(S(=O)(=O)N3CCOCC3)cc2)C1c1ccc(Cl)cc1 (configuration not stated)	-6.6%	-6.1	0.0%	0.7%	4.1%	-2.0%	14.4%	0.2%	-1.4%
COc1ccc(NC(C)=O)cc1S(=O)(=O)N1CCN(C(=O)c2ccccc2F)CC1	-4.5%	u	2.8%	-2.8%	0.0%	0.8%	5.7%	5.7%	-5.5%
CN(C)Cc1c(O)ccc2oc(Cc3ccccc3)cc12	-3.1%	-13.9	u	17.5%	-4.5%	-15.9%	-6.3%	u	4.7%
CN1CCN2c3ncccc3Cc3ccccc3C2C1 (configuration not stated)	u	-24.9	-0.1%	u	-23.2%	0.0%	6.2%&-6.6%	15.4%	2.9%
CCN(CC)C(=O)CSc1n[nH]c(=S)n1N	-10.8%	45.9	3.0%	-3.1%	6.1%	1.9%	-7.5%	-4.2%	10.9%
CCc1cc2c(=O)c(-c3nc4ccccc4[nH]3)coc2cc1OC(=O)N1CCOCC1	-6.4%	19.2	22.6%	u	3.26µM*	u	43.3%[activator]	-3.2%	1.8%
COc1ccc(C(CNC(=O)CNC(=O)c2cccc(Cl)c2)N2CCCC2)cc1 (configuration not stated)	0.2%	-5.0	-1.3%	3.5%	u	-8.2%	0.4%	-7.0%	-13.1%
CC1CC(C)CN(CCCNC(=O)c2ccc3nc(N4CCOCC4)sc3c2)C1 (configuration not stated)	18.3%	27.5	-5.7%	-1.6%	14.4%	-25.1%	3.0%	-8.6%	-9.5%
COc1ccc(/C=C/C(=O)O)cc1COc1cccc(C)c1	2.8%	15.2	-3.1%	16.9%	8.6%	1.2%	-29.5%	1.9%	8.3%
COc1ccc(Cl)cc1NC(=O)C1CC(c2ccccc2Cl)=NO1 (configuration not stated)	x	11.1	5.2%	x	0.2%	2.8%	x	-0.8%	4.9%
Cc1ccc(S(=O)(=O)c2ccc(NC(=O)c3c(F)cccc3F)cc2)cc1	2.0%	-4.5	2.1%	9.9%	9.9%	-0.6%	x	2.9%	-11.3%
Cc1csc(=Nc2c(C)n(C)n(-c3ccccc3)c2=O)n1Cc1ccccc1	4.3%&-1.5%	-0.1&-17.6	-5.5%&-12.8%	0.9%&0.2%	-28.5%&-2.7%	-14.6%&-2.7%	-1.4%&-4.6%	2.9%&-9.5%	-2.4%&-4.1%
NC(=O)CCC1NC(=S)N(Cc2ccccc2)C1=O (configuration not stated)	-3.1%	-6.2	1.2%	-3.5%	u	18.9%	-9.7%	22.9%	-4.6%
